APJ ag: APJ receptor agonism. activation, % at 20 µM. hit rate 0.11% among 330,000. CHO-K1 APJ PathHunter beta-arrestin, luminescence; 0% DMSO wells, 100% apelin. AID 2520;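 active means activation more than six SD over the plate average, tested at 20 µM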;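 further: 0% = DMSO alone and 100% = apelin-13 at 10 nM; some results filed as inactive read as strong as hits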
Target sequence (P35414 whole entry, looked up): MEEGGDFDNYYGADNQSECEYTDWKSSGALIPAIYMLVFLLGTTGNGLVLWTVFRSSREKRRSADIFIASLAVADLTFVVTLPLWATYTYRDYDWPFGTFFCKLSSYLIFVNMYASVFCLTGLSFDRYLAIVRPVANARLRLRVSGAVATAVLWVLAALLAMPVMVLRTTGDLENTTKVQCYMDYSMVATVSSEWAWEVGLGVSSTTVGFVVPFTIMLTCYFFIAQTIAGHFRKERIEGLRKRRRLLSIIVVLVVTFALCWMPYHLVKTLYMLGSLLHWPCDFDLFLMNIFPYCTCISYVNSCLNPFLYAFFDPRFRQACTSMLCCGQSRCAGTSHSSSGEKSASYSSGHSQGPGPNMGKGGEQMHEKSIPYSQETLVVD
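assay system = CHO-K1 APJ beta-arrestin complementation cell line | input = cell density 1000 per well | dosing = compound 20 µM once, DMSO 1% | timing = compound 90 min 25 °C, reagent 1 h | measured by = luminescence from split beta-galactosidase complementation, Galacton Star/Emerald II substrate | read-out basis = APJ agonist activity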
CXCR6 block: blocks human CXCR6 beta-arrestin recruitment; O00574; hit rate 0.36% among 360,000; inhibition, % at 20 µM; AID 602244; CHO-K1 PathHunter CXCR6 beta-arrestin, luminescence; in the data active means inhibition above about 34%, passing the limit was not always enough;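 further: antagonist mode with CXCL16 agonist at 10 nM final; 0% = 10 nM CXCL16 with DMSO and 100% = unstimulated wells without agonist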
CCR6 antagonist: CCR6 (human) receptor antagonism. hit rate 0.49% among 340,000. inhibition, % at 20 µM. CHO-K1 CCR6 PathHunter beta-arrestin, luminescence, CCL20-stimulated;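 active means compounds whose inhibition of the agonist-driven luminescence signal at 20 µM reaches about 50%, limit read from the data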;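 further: cells stimulated with CCL20 at 14 nM final; plate controls were DMSO with CCL20 for no effect and DMSO without agonist for full effect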
Target sequence (P51684 whole entry, looked up): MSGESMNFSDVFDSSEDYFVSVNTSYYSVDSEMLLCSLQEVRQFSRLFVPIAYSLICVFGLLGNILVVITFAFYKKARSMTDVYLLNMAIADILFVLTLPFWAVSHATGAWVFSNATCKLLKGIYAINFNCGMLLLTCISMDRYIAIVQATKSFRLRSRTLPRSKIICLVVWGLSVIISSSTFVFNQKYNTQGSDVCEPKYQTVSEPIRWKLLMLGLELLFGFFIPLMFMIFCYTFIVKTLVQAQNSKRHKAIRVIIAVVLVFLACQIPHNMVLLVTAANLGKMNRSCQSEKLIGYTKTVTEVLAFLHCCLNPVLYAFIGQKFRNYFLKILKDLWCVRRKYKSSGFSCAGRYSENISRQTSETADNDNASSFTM
EBI2 block: blocks human EBI2 receptor beta-arrestin signaling; P32249; EBI2 beta-arrestin recruitment, luminescence, 7a,25-OHC stimulated; inhibition, % at 5 µM; hit rate 0.81% among 360,000; AID 651636; in the data active means inhibition above about 38%;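 further: enzyme fragment complementation signal reports receptor beta-arrestin coupling in cells; 0% = agonist plus DMSO wells and 100% = wells without agonist; some results beyond the cut were filed as inactive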
Target sequence (P32249 whole entry, looked up, the tested form may be a part): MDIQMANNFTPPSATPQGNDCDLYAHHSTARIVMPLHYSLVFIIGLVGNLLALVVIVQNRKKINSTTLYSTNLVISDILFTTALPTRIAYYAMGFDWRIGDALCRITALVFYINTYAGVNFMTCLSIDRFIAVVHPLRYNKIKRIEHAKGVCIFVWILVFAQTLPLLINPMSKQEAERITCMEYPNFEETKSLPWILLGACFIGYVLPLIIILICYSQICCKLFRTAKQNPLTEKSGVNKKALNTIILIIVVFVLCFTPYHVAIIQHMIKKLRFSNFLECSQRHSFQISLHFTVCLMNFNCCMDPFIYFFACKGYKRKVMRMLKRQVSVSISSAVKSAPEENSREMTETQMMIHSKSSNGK
tim23-1 inh: inhibits growth of tim23-1 mutant yeast; inhibition, % at 20 µM; hit rate 1.3% among 330,000; S. cerevisiae tim23-1 growth, BacTiter-Glo luminescence, 24 h;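 active means growth inhibition of the mutant yeast at or above 50%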;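 further: temperature-sensitive mutant grown at 25 °C; plate controls were DMSO-treated mutant yeast for no effect and medium wells lacking yeast for full effect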
XBP1 UPR activ: adaptive UPR (XBP1) activation; CHO-XBP1 luciferase reporter, IRE1-XBP1 UPR activation, luminescence; percent of tunicamycin response, DMSO as zero; activation, % at 20 µM; hit rate 0.33% among 330,000; AID 463104;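 active means versus positive control, 20 µM dose yields 30% or more activation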;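 further: 100% = tunicamycin at 10 µg/mL and 0% = DMSO only wells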
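Material: CHO-XBP1 cells stably carrying IRE1-XBP1-driven luciferase reporter | Medium: F12 with 10% serum | Compound dosing: 20 µM single concentration, DMSO 1% | Incubation: Overnight seeding at 37 °C, 6 h compound treatment at 37 °C | Detection: Steady-Glo luminescence read | Read-out basis: % activation of reporter signal versus tunicamycin and DMSO controls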
APJ antagonist: antagonists of human APJ apelin receptor | P35414 | CHO-K1 APJ beta-arrestin complementation, luminescence | AID 2521 | hit rate 0.32% among 330,000 | inhibition, % at 20 µM;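 active means inhibition above about 40% at 20 µM, limit read from the data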;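 further: cells challenged with 10 nM apelin-13 agonist together with compound; plate controls were apelin-13 plus DMSO wells for no effect and DMSO wells lacking apelin-13 for full effect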
Mdm2 MdmX PPI: human Mdm2/MdmX binding inhibition; O15151+Q00987; SaOS-2 split-luciferase Mdm2/MdmX complementation, luminescence; inhibition, % at 8 µM; hit rate 3% among 330,000; AID 485346;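 active means inhibition of at least 50% at 8 µM in the primary screen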
UPR CHOP act: apoptotic UPR (CHOP) activation. CHO-CHOP luciferase reporter, luminescence; percent of tunicamycin response over DMSO baseline. hit rate 0.34% among 330,000. activation, % at 10 µM. AID 449763;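 active means at 10 µM dose, activation of 40% or more, normalized to positive control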;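 further: 100% = tunicamycin at 10 µg/mL and 0% = DMSO alone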
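Evaluation: % reporter activation, DMSO baseline versus tunicamycin full activation; System: CHO-CHOP luciferase reporter cell line; Input: 500 cells/well; Incubation: 6 h compound treatment, 37 °C; Measured by: Steady-Glo luciferase luminescence; Dosing: one dose, 10 µM in 0.5% DMSO; Buffer or medium: F12 medium, 10% FBS; Benchmarks: positive tunicamycin 10 µg/mL, negative DMSO alone.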
Active calls of the source: *; x = not tested or not shown. These rows are one share of the data (hit frequency here may not be typical).

SMILES	APJ ag	CXCR6 block	CCR6 antagonist	EBI2 block	tim23-1 inh	XBP1 UPR activ	APJ antagonist	Mdm2 MdmX PPI	UPR CHOP act
Cc1ccc(NC(=O)C2c3ccccc3Oc3ccccc32)c(C)c1	-3	-4	-2	-8	-2	-1	10	1	2.6
NC(=O)c1nn2c(C(F)(F)F)cc(-c3ccccc3)nc2c1Br	1	-3	10	8	17	1	-13	7	5.2
COc1ccc(Cl)cc1NC(=O)COC(=O)C1CC1	-4	6	5	-5	11	2	-1	22	-0.3
COc1ccc(-c2cc(C(F)(F)F)nc(S(C)(=O)=O)n2)cc1	-3	21	9	21	-41	2	11	101*	43*
CCc1nccn1CCC(=O)N1CCCC(N2CCN(c3ccccc3F)CC2)C1 (configuration not stated)	1	-3	8	-1	-14	-1	17	21	1.5
NS(=O)(=O)c1cc(C(=O)OCC(=O)Nc2ccccc2[N+](=O)[O-])ccc1Cl	4	-10	-13	-9	-3	-1	-33	20	0.4
CC(C(=O)Nc1ccc(F)cc1Cl)N(C)CCOc1ccccc1 (configuration not stated)	-2	-1	22	4	12	1	-3	21	-2.7
Cc1cccc(-c2cc3c(nn2)-c2ccccc2C3=O)c1	-11	26	42	31	30	0	17	-22	-0.2
CC1CN(S(=O)(=O)c2cccc(C(=O)OCC(=O)Nc3ccc4c(c3)OCO4)c2)CC(C)O1 (configuration not stated)	8	-3	-17	-4	15	-4	-11	22	-1.8
Cc1nc(-c2cn[nH]c2-c2ccc(O)cc2O)cs1	2	-5	7	2	19	5	-25	5	0.7
COc1ccc(CCNC(=O)CC2Nc3cc(C)c(C)cc3NC2=O)cc1OC (configuration not stated)	-5	5	2	4	13	0	8	23	3.4
Cc1cccc(CNC(=O)C2CCC(=O)N(Cc3ccccc3F)C2)n1 (configuration not stated)	1	8	0	6	4	-2	10	-9	0.1
CC(O)CNCCCOc1ccc(Cl)cc1C(C)(C)C (configuration not stated)	-5	1	-1	-7	6	7	-29	32	1.3
CCC(C(=O)NC1CC1)n1nc(C)c2c(C)n(-c3ccccc3)nc2c1=O (configuration not stated)	-1	0	15	-2	-3	-2	-18	10	-1.8
CN(CC(=O)Nc1ccccc1Cl)C(=O)COC(=O)c1ccc(S(=O)(=O)C(F)F)cc1	8	5	11	-2	10	-1	12	-2	-0.6
COc1ccc(-n2c(=S)[nH]c3cc(C(=O)NCc4ccc(F)cc4)ccc3c2=O)c(OC)c1	-5	6	2	6	12	-4	10	19	0.1
CC(C)Cc1nnc(NC(=O)CCC(=O)N2CCOCC2)s1	3	-2	2	1	6	-3	19	-8	0.2
CC(=O)c1ccc(C(C)(C)c2ccc(C(C)=O)s2)s1	2	-1	2	12	16	-1	8	8	-0.4
O=C(/C=N/O)Nc1ccc(F)cc1	0	9	-22	-11	-2	-5	-4	2	4.2
CCCCNC(=O)Cn1nc([N+](=O)[O-])c([N+](=O)[O-])c1C	0	-16	-1	2	-13	-5	-36	10	-0.9
O=C(CSC(=S)N1CCCC1)N(Cc1nnc(-c2ccccc2Cl)o1)C1CC1	-5	5	11	9	25	-2	3	-1	-0.9
CC(CCc1ccccc1)NC(=O)CCNS(=O)(=O)c1ccccc1C(F)(F)F (configuration not stated)	-4	-3	1	12	19	-2	16	-2	1.1
CC(CNS(=O)(=O)c1ccc(Br)cc1)CN(C)C (configuration not stated)	-2	7	-3	0	-1	12	17	15	-1.0
Cc1ccc(NC(=O)c2cccc(S(=O)(=O)N3CCN(C)CC3)c2)cc1F	-1	2	10	9	4	-2	3	10	0.8
CCCCCCCCCCCCC/C=C/[C@@H](O)[C@@H](N)CO	-5	16	67*	10	35	2	22	7	9.1
CCNC(=O)C/C(C)=N/NC(=O)C12CC3CC(CC(C3)C1)C2	-1	6	-27	-4	17	-3	-8	16	2.5
Cc1[nH]n(-c2ccccc2)c(=O)c1C(c1cccc([N+](=O)[O-])c1O)c1c(C)[nH]n(-c2ccccc2)c1=O	-3	32	45	31	33	-2	26	-20	-0.3
CCOC(=O)CN1C(=O)NC2NC(=O)NC21 (configuration not stated)	-3	1	-4	-2	13	-2	13	8	2.2
COc1ccc(C(=O)N2CCN(S(=O)(=O)c3ccc(Br)cc3)CC2)cc1	-3	-6	9	52*	30	-1	-8	-5	-0.9
COc1cc(/C=N/NC(=S)N/N=C/c2cc(OC)c(OC)c(OC)c2)cc(OC)c1OC	4	17	10	-21	-18	3	-6	21	3.4
O=C(CN1C(=O)CSc2ccccc21)N1CCc2ccccc21	-5	27	-4	-8	15	-1	11	18	1.1
Cc1noc(C)c1C(=O)NCCCN1CCCC1=O	-5	-6	-4	-18	11	-3	-23	15	1.6
N#Cc1c(C(F)(F)F)cc(-c2cccs2)nc1SC(C(=O)O)c1ccccc1 (configuration not stated)	-3	-11	10	13	5	-6	2	-14	-1.0
CC1CCC(NC(=O)C2COc3ccccc3O2)CC1 (configuration not stated)	5	4	16	-5	29	-2	-58	-8	1.4
COc1ccc([N+](=O)[O-])cc1NC(=O)c1ccc(N2C(=O)CCC2=O)cc1	-2	3	10	3	-6	0	-17	-16	0.9
N#Cc1ccc(NC(=O)CSc2nc3[nH]c(=O)cc(O)c3s2)cc1	-1	2	12	8	15	2	11	-18	0.5
COc1ccc(CN([C@H](C)CO)S(=O)(=O)N(Cc2ccccc2)[C@H](CO)C(C)C)cc1	-2	10	7	8	31	-1	12	-13	0.1
Cc1cccc(C)c1NC(=O)CNC(=O)c1c(C)nn(C)c1Cl	-2	-5	0	-7	11	-1	-21	7	-0.8
COc1cc(OC)cc(C(=O)N2CCCC(Nc3ccc(F)cc3)C2)c1 (configuration not stated)	-1	1	14	2	14	-3	2	-20	0.7
CCCC1=C([O-])C2N=CC=CC2=[N+](c2ccccn2)C1=O (configuration not stated)	4	-10	5	-6	5	-3	-5	21	-0.8
O=C(CSc1nnc(SCc2ccc(Cl)cc2)s1)N/N=C/c1ccccc1C(=O)O	-3	2	3	-2	0	-3	4	4	0.8
COc1ccc(S(=O)(=O)N2CCCCCC2)cc1C(=O)Nc1ccc(C)cn1	1	-3	10	6	2	-1	10	17	0.4
Cc1cccc2cc(CN(CCN(C)C)C(=S)Nc3ccccc3)c(=O)[nH]c12	3	7	-7	-3	37	-3	1	21	0.1
O=C(c1ccc(COc2ccccc2[N+](=O)[O-])o1)N1CCCCC1	-2	3	-7	-2	30	3	16	-15	4.1
CCCCC1(C)OC(=O)C(=Cc2ccc(-c3ccc(Cl)c(C(=O)O)c3)o2)C(=O)O1 (configuration not stated)	-1	0	-10	1	23	-1	1	20	-1.6

Reformatted as labelled records: part of the list above.
Cc1[nH]n(-c2ccccc2)c(=O)c1C(c1cccc([N+](=O)[O-])c1O)c1c(C)[nH]n(-c2ccccc2)c1=O
  APJ ag: -3
  CXCR6 block: 32
  CCR6 antagonist: 45
  EBI2 block: 31
  tim23-1 inh: 33
  XBP1 UPR activ: -2
  APJ antagonist: 26
  Mdm2 MdmX PPI: -20
  UPR CHOP act: -0.3

CCOC(=O)CN1C(=O)NC2NC(=O)NC21 (configuration not stated)
  APJ ag: -3
  CXCR6 block: 1
  CCR6 antagonist: -4
  EBI2 block: -2
  tim23-1 inh: 13
  XBP1 UPR activ: -2
  APJ antagonist: 13
  Mdm2 MdmX PPI: 8
  UPR CHOP act: 2.2

Carrying on:
SMILES	APJ ag	CXCR6 block	CCR6 antagonist	EBI2 block	tim23-1 inh	XBP1 UPR activ	APJ antagonist	Mdm2 MdmX PPI	UPR CHOP act
NC(=O)C1CCCN1 (configuration not stated)	-3	-8	-6	1	1	3	6	14	-2.4
COc1cccc(-c2csc(N3CCN(C(=O)NC45CC6CC(CC(C6)C4)C5)CC3)n2)c1	-6	9	6	20	24	-5	3	38	-2.9
Cc1ccc(N(CC(=O)Nc2cccc(N(C)S(C)(=O)=O)c2)S(C)(=O)=O)cc1	-5	-7	5	-11	16	-2	9	5	0.8
CC(=O)c1cccc(NC(=O)Nc2ccc(C)cc2)c1	-5	-4	15	13	3	4	7	-16	7.3
O=C(N/N=C/c1ccc([N+](=O)[O-])cc1)c1cccc2cc[nH]c12	1	-7	-5	7	-12	9	-20	23	3.7
COCCOC(=O)c1c(NC(=O)COC(=O)c2ccc(C)o2)sc(C(N)=O)c1C	-3	-5	12	11	13	-2	14	-9	-0.7
O=C(c1ccc2c(c1)OCO2)N1CCN(c2ccc(C(F)(F)F)cn2)CC1	-2	-4	11	-7	16	-3	-6	6	6.4
N#CC(c1ccc(Cl)nn1)c1c(F)cccc1Cl (configuration not stated)	-5	8	14	0	-12	-3	7	29	-0.5
O=C(N/C=N/OCc1ccc(Cl)cc1Cl)NOCc1ncc(C(F)(F)F)cc1Cl	-4	5	14	-2	11	-1	12	2	3.4
Cc1cccc(N(C)C(=O)c2cc(S(=O)(=O)N3CCc4ccccc43)cn2C)c1	-5	4	2	27	18	-2	3	25	1.0
Cc1cc2cc(CNC(=S)NC3CCCCC3)ccc2[nH]1	-4	-4	6	3	27	3	3	25	-1.7
COc1ccccc1N(CC(=O)NCCSc1ccccc1)S(=O)(=O)c1ccccc1	-4	3	18	50*	24	-3	-25	0	0.1
COc1ccc2nc(C)cc(N/N=C/c3ccc(F)cc3)c2c1	10	-11	23	-16	-18	18	-7	100*	40
O=C(NCCOc1ccccc1)C(=O)c1c[nH]c2ccccc12	-3	-3	4	-1	14	-2	-4	3	3.7
O=Cc1cn(CCOc2ccccc2F)c2ccccc12	-2	3	-8	14	51*	4	-14	-26	4.6
Cc1cc(S(=O)(=O)N2CCCC2)ccc1OCC(=O)NCc1ccccc1	3	-7	1	1	20	2	-2	0	-0.6
CCCC(=O)Nc1nnc(CCc2ccccc2)s1	-2	-3	-5	0	-3	-1	1	-4	0.9
CC(=O)Nc1ccc(S(=O)(=O)N(C)CC(=O)Nc2ccccc2N2CCOCC2)cc1	3	0	12	-9	14	-1	-12	-26	-4.7
O=C(CSc1nncn1-c1ccccc1)Nc1cccc(S(=O)(=O)N2CCCCC2)c1	0	x	x	x	0	-1	3	-29	-0.2
CN(C)C(=O)C#Cc1ccccc1	-2	-2	8	-9	-2	-1	12	22	1.3
C[C@H](NS(=O)(=O)c1ccc(Cl)cc1)C(=O)OCC(=O)N1CCOCC1	-1	-17	1	-2	4	1	-1	-8	1.0
NC(=O)CSc1nnc(NC(=O)C23CC4CC(CC(C4)C2)C3)s1	-3	2	5	-6	6	-1	0	11	0.2
CC(C)Nc1nnc(SCc2cc(=O)n3ccsc3n2)s1	-1	3	-3	-2	14	-2	5	-8	1.4
CC(C)CN1C(=O)c2ccc(C(=O)NCc3ccc4c(c3)OCO4)cc2C1=O	-5	0	3	1	-6	-1	18	35	0.2
O=S(=O)(NCc1cccnc1)c1ccc(Cl)c(Cl)c1	-1	-7	3	-4	0	-3	2	-4	1.6
Cc1ccc(NC(=O)C2Cc3ccccc3CN2C(=O)c2ccco2)cc1S(=O)(=O)N(C)C (configuration not stated)	-5	10	14	3	-5	-2	20	14	1.1
